Source: PubChem BioAssay (Sanford-Burnham Center for Chemical Genomics)
MIN6 prolif = inducers of beta-cell replication in MIN6 cells; MIN6 cells proliferation, ATPlite luminescence, 48 h; cells starved in 0.2% serum; 100% = growth in 10% serum; proliferation, % at 10 µM; 0.29% of 330,000 active; AID 2380;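 active means compounds whose signal lies at least 3.5 SD above the mean of all wells on their plate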;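 further: 0% = DMSO-treated cells in low-serum medium and 100% = 10% serum control; some compounds called inactive have numbers as strong as hits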
A3A deaminase = inhibitors of human APOBEC3A DNA deaminase | P31941 | recombinant A3A, FAM/TAMRA ssDNA deamination fluorescence | inhibition, % at 20 µM | 0.41% of 330,000 active;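 active means at least 40% inhibition at 20 µM here, with at most 30% in a related deaminase screen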;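 further: plate controls were A3A with DMSO for no effect and wells lacking A3A enzyme for full effect; some results filed as inactive read as strong as hits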
Target sequence (P31941 whole entry, looked up): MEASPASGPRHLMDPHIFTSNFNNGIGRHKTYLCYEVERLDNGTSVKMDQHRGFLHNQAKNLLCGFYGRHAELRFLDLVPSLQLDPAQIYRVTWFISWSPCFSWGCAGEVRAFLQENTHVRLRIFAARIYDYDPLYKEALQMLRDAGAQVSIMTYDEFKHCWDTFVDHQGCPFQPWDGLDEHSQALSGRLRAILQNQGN
tim10-1 inh = growth inhibitors of tim10-1 mutant yeast; S. cerevisiae tim10-1 ts strain growth, BacTiter-Glo, 24 h; inhibition, % at 20 µM; 2.2% of 330,000 active; AID 463190;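 active means inhibition of at least 40%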;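 further: mutant grown at 25 °C; 0% = DMSO wells with yeast and 100% = wells holding no yeast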
APOBEC3G inh = inhibitors of human APOBEC3G DNA deaminase | Q9HC16 | recombinant A3G, ssDNA deamination FAM/TAMRA fluorescence | 0.28% of 330,000 active | inhibition, % at 20 µM;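 active means inhibition of at least 40% at 20 µM, with no more than 30% in the related APOBEC3A deaminase screen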;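 further: plate controls were DMSO wells with A3G for no effect and wells lacking A3G enzyme for full effect; some compounds called inactive have numbers as strong as hits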
Target sequence (Q9HC16 whole entry, looked up): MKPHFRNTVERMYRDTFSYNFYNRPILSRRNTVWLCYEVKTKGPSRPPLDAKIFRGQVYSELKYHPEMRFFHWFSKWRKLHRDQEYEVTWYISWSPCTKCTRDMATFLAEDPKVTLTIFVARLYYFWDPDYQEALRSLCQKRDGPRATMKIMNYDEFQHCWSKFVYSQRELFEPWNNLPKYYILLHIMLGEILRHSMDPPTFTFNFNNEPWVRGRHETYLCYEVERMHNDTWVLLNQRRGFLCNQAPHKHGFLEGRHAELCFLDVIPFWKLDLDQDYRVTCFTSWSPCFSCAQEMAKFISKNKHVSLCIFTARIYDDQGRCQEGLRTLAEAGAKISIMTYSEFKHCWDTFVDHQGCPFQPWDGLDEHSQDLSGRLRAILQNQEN
mIAP act = mouse IAP activation; muIAP, CDP-Star luminescence, 30 min; hits give high values; 1 = vehicle-only enzyme signal, 0 = enzyme-free wells; activation factor at 10 µM; 0.24% of 330,000 active;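 active means activation factor of at least 2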; further: the source names both 10 and 20 µM as test concentration; values of inactives mirror those of a sister screen read the other way
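Assay system: mouse IAP enzyme; reagent: chemiluminescent substrate CDP-Star; dosing: test compounds delivered from DMSO solution; schedule: 30 min at room temperature; measured by: luminescence from enzymatic CDP-Star hydrolysis; controls: DMSO-only wells and no-enzyme negative control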
NALP3 yeast inh = inhibitors of NALP3 inflammasome in yeast. 0.39% of 330,000 active. inhibition, % at 10 µM. Yeast reconstituted NLRP3/ASC/caspase-1, beta-gal luminescence, 24 h. AID 2825;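 active means inhibition of 50% or more; inactive means inhibition below 50%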;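 further: plate controls were induced DMSO wells for no effect and uninduced yeast grown without galactose for full effect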
hIAP inh = human IAP inhibition. inhibition, % at 10 µM. 0.12% of 330,000 active. purified IAP, CDP-Star luminescence, 30 min. AID 2544. P09923;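 active means inhibition reaching a set limit with compound at 10 µM in the primary screen, cut at about 35% in these data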;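 further: plate controls were DMSO wells with enzyme for no effect and no-enzyme buffer wells for full effect; values of inactives mirror those of a sister screen read the other way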
TIM10 inh = inhibits growth of TIM10 yeast strain | inhibition, % at 10 µM | S. cerevisiae TIM10 strain growth, BacTiter-Glo luminescence, 24 h | 1.4% of 330,000 active;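 active means inhibition of 40% or more at the single tested concentration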;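 further: wild-type TIM10 isogenic control strain grown at permissive 25 °C; 0% = DMSO yeast wells and 100% = minimal medium wells without yeast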
mIAP inh = mouse IAP inhibition | purified mouse IAP, CDP-Star luminescence, 30 min | inhibition, % at 10 µM | 0.2% of 330,000 active | AID 2806;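 active means inhibition of at least 40% at 10 µM in the primary screen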;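 further: plate controls were DMSO with enzyme for no effect and no enzyme wells for full effect; values of inactives mirror those of a sister screen read the other way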
The depositor's hits bear a star.

The opening 2 records (preview)
SMILES	MIN6 prolif	NALP3 yeast inh	mIAP act	A3A deaminase	tim10-1 inh	APOBEC3G inh	mIAP inh	hIAP inh	TIM10 inh
COc1ccc(S(=O)(=O)N2CCCCCC2)cc1C(=O)Nc1ccc(C)cn1	3	17	0.94	-2	-1	-7	6	-13	10
C/C(CC(=O)Nc1cc(Cl)ccc1C)=N\NC(=O)C(=O)N1CCCC1	-4	7	0.97	3	9	26	3	-26	15

The list itself, repeating the preview:
SMILES	MIN6 prolif	NALP3 yeast inh	mIAP act	A3A deaminase	tim10-1 inh	APOBEC3G inh	mIAP inh	hIAP inh	TIM10 inh
COc1ccc(S(=O)(=O)N2CCCCCC2)cc1C(=O)Nc1ccc(C)cn1	3	17	0.94	-2	-1	-7	6	-13	10
C/C(CC(=O)Nc1cc(Cl)ccc1C)=N\NC(=O)C(=O)N1CCCC1	-4	7	0.97	3	9	26	3	-26	15
O=C(OCC1OC2OC3(CCCCC3)OC2C2OC3(CCCCC3)OC12)c1ccccc1 (stereo not given)	-6	-12	0.98	6	12	-11	2	7	2
COCCN(C(=S)Nc1ccc(OC)cc1)C1CCN(C(C)=O)CC1	-1	-1	1.1	3	0	-2	-6	-13	-1
ClC1(Cl)CC1CSc1nnc(-c2ccncc2)o1 (stereo not given)	-2	11	1	3	20	3	-1	0	10
CS(=O)(=O)NCCCCCCNS(C)(=O)=O	-3	2	1	-3	-1	-1	-5	-8	12
O=C(Cn1ccccc1=O)c1ccc(Cl)cc1	-3	9	0.96	-1	-9	-7	4	5	-13
COC(=O)c1cccc(NC(=O)Nc2ccc(Cl)cc2)c1	-2	7	2.2*	2	-7	-1	-123	0	16
S=c1[nH]nc(NCCCN2CCOCC2)s1	3	8	1.1	-4	5	44*	-5	18	10
COc1ccccc1CNC(=O)/C=C/c1ccc(S(=O)(=O)N2CCOCC2)cc1	-2	9	1.1	-1	-6	-8	-7	-5	-20
C=CCn1c(SCC(=O)Nc2cccc(C)c2)nnc1-c1cnccn1	2	-10	0.92	0	18	-7	8	11	11
COC(=O)c1ccc(C(C(=O)NC2CCCCC2)N(CCc2ccccc2)C(=O)Cc2cccs2)cc1 (stereo not given)	0	10	0.94	2	8	-3	6	10	0
Cc1ccc(C(=O)NC(C)C2CC3CCC2C3)cc1 (stereo not given)	-1	24	0.97	1	-3	-1	3	-13	-2
CN(C)/C=C/c1onc(-c2c(Cl)cccc2Cl)c1C#N	-2	33	0.95	0	22	-3	5	10	17
CCN1CCN(Cc2ccc(NC(=O)c3ccc(C)c(NC(=O)c4c[nH]c5cc(C(F)(F)F)ccc5c4=O)c3)cc2C(F)(F)F)CC1	-8	6	0.89	-5	25	-6	11	9	10
CC1CCCCN1C(=O)CCS(=O)(=O)Cc1ccccc1 (stereo not given)	2	6	1	-2	10	-4	0	8	19
CC1=NNC(=O)C1C(c1ccccc1)C1C(=O)NN=C1C (stereo not given)	-2	14	0.89	-1	29	-4	11	-2	29
COc1ccc(NS(=O)(=O)c2ccc(S(=O)(=O)N3CCCC3)cc2)cc1Cl	-3	18	1	-3	19	-3	0	-16	1
CCOc1cc(C(=O)O)ccc1OCCOc1ccccc1	-1	17	0.97	8	-1	-2	3	-2	10
CCCS(=O)(=O)N1CCC(C(=O)N2CCc3ccccc3C2)CC1	-2	9	1	2	10	-3	-4	-16	10
COc1ccc2cc(/C=N/NC(=O)CN(c3ccccc3)S(=O)(=O)c3ccccc3)c(Cl)nc2c1	-2	-10	0.97	2	4	-7	3	3	4
C/C(=N\NC(N)=S)C1(C)CCCCC1	-3	15	1.1	10	15	2	-6	11	18
CCOC(=O)N1CCC(NC(=O)C2CCN(C(=O)c3cc4oc(C)cc4n3Cc3c(F)cccc3Cl)CC2)CC1	-2	12	1.1	-3	14	-2	-8	1	9
O=C(Cc1ccccc1Cl)N1CCN(c2ncccn2)CC1	4	26	1	-3	19	-5	-3	-21	-2
CC(C)c1csc(CN2CCC(N3CCC(C(=O)NCC4CCCO4)CC3)CC2)n1 (stereo not given)	-1	0	1	-4	-8	-7	-4	12	4
COc1ccc(/C=N/n2c(C)nnc2C)c(OC)c1	-3	15	0.96	-2	7	-1	4	-2	5
CCOC(=O)COc1ccc2c(c1)C(=O)CC1(CCN(C(C)=O)CC1)O2	-4	-9	0.96	2	17	2	4	-12	8
CS(=O)(=O)Nc1ccc(C2=NN(S(C)(=O)=O)C(c3ccc4nccnc4c3)C2)cc1 (stereo not given)	3	10	0.96	0	0	-6	4	15	-1
CC(=O)N1CCc2cc(S(=O)(=O)NCCC(=O)N3CCN(c4ccccn4)CC3)ccc21	0	-9	0.96	-1	5	-1	4	0	9
COc1ccc2c(c1)c1ncn(Cc3ccc(F)cc3)c(=O)c1n2C	-2	25	0.89	2	2	-2	11	2	11
Cc1oc(-c2cccc(Cl)c2)nc1CN1CCC(C(=O)NCCCN2CCCC2=O)CC1	3	6	0.99	-1	-15	-8	1	-3	5
CCOc1ccc(N2CC(C(=O)Nc3ccc(S(=O)(=O)N4CCCC4)cc3)CC2=O)cc1 (stereo not given)	0	22	1.1	1	19	-3	-7	11	1

A few values from the results shown.
NALP3 yeast inh with CC(C)c1csc(CN2CCC(N3CCC(C(=O)NCC4CCCO4)CC3)CC2)n1 (stereo not given) → 0
APOBEC3G inh with CC(=O)N1CCc2cc(S(=O)(=O)NCCC(=O)N3CCN(c4ccccn4)CC3)ccc21 → -1
A3A deaminase with CCOc1ccc(N2CC(C(=O)Nc3ccc(S(=O)(=O)N4CCCC4)cc3)CC2=O)cc1 (stereo not given) → 1

(list continues)
SMILES	MIN6 prolif	NALP3 yeast inh	mIAP act	A3A deaminase	tim10-1 inh	APOBEC3G inh	mIAP inh	hIAP inh	TIM10 inh
COC(C(=O)Nc1ccnn1C1CCN(Cc2cnn(C(C)C)c2)CC1)c1ccccc1 (stereo not given)	4	2	0.94	1	-13	-3	6	16	4
Clc1cccc(/C=N/Nc2nnc(Cl)c3ccccc23)c1	-3	12	1	-3	18	-5	0	-10	20
Cn1c(O)c(C2=c3ccccc3=NC2=O)[nH]c1=S	0	10	0.78	-1	9	-3	22	-10	2
COC(=O)c1ccccc1NC(=O)CCC(=O)N1CC(C)Oc2ccc(C)cc21 (stereo not given)	5	14	0.98	-3	18	-3	2	5	10
Cc1ccc(CNS(=O)(=O)c2c(C)[nH]c(C)c2C(=O)N2CCCCC2)cc1	5	9	0.97	-3	21	-6	3	23	10
O=C(NC(=S)NNC(=O)c1ccco1)c1ccc(F)cc1	0	19	0.74	-4	39	8	26	-47	-4
N/C(COc1cccc(C(F)(F)F)c1)=N\NC(=O)c1cccnc1Oc1ccccc1	-1	13	0.96	-3	22	-6	4	-65	13
CCOC(=O)CSc1nc(C)c(CC)c(C)c1C(N)=O	2	9	1.1	0	7	-6	-10	5	8
O=C(Nc1cccc(F)c1)C1CCN(c2nnnn2-c2ccccc2)CC1	0	-1	1.1	-3	33	-3	-13	-11	14
CC(C1CC1)N(Cc1ccccc1)C(=O)NC(=O)c1cccc(F)c1 (stereo not given)	-1	2	0.97	5	23	-7	2	-19	-5
CCN(Cc1ccccc1)C(c1cc2cc(C)ccc2[nH]c1=O)c1nnnn1CCOC (stereo not given)	-1	13	0.44	0	18	-3	56*	-13	11
CC(C)C(=O)NNC(=O)CSc1nnc(-c2ccccc2)c(-c2ccccc2)n1	-1	-4	0.99	-6	18	-8	1	-19	-2
NC(=O)c1ccc(SCC(=O)OCC(=O)NCc2ccco2)c([N+](=O)[O-])c1	1	15	0.98	-1	4	-6	2	5	-7
Cc1cc(SCc2c(F)cccc2Cl)nc(=O)[nH]1	-1	10	1	1	7	7	0	6	9
CC(=O)OC(C(=O)Nc1nccs1)c1ccccc1 (stereo not given)	-2	4	0.9	-3	2	-7	10	-3	1
Cc1ccc(NC(=O)NCCN2C(=O)C3C4C=CC(C4)C3C2=O)cc1 (stereo not given)	-2	16	1	5	-3	3	-5	-6	5
CN(C)c1nc(N)nc(N(c2ccccc2)c2ccccc2)n1	3	14	0.95	1	20	-5	5	14	7
Cc1ccccc1N1CC(c2nc3ccccc3[nH]2)CC1=O (stereo not given)	0	5	0.98	-1	-6	-5	2	10	-7
O=C(O)C1CCN(Cc2cnn(-c3ccccc3)c2-n2cccc2)CC1	2	6	0.94	4	1	3	6	0	11
NC1=NC2(CCCC2)n2c(nc3ccccc32)N1	3	2	0.89	-5	6	-4	11	10	5
O=C(Cn1c(O)c(N=NC(=O)c2ccncc2)c2ccccc21)Nc1ccccc1	-4	-4	1.1	-1	-7	1	-6	-4	-16
Cc1cc(O)c(Sc2ncn[nH]2)cc1NS(=O)(=O)c1ccc(Cl)cc1	-4	17	0.53	2	-6	-6	47*	-10	8
Cn1cc(S(=O)(=O)Nc2ccc(Br)cc2F)c(=O)n(C)c1=O	0	6	1.1	-5	-24	-9	-10	3	4
CCOc1cc(NC(=S)Nc2ccccc2)c(OCC)cc1NC(=O)c1ccccc1	-5	24	0.91	-3	32	-5	9	8	28
Cn1cc(Br)c(C(=O)N/N=C/c2cccc(OC3CSC3)c2)n1	-2	15	1	1	27	10	-2	-9	21
CCOc1ccccc1N1CCN(S(=O)(=O)c2cc(C)ccc2OC)CC1	0	-14	0.93	-2	37	-5	7	0	17
Nc1c(N(Cc2ccco2)C(=O)COc2ccccc2)c(=O)[nH]c(=O)n1Cc1ccccc1	2	1	1	-2	3	-5	-1	7	9
COC(=O)c1cc2c(C)[nH]c(C)c2cc(C(=O)OC)c1=O	0	16	0.97	-2	10	-2	3	22	1
CC(C(=O)NCC1CCCCC1)N1CCN(S(=O)(=O)c2ccccc2F)CC1 (stereo not given)	2	7	1	2	21	-17	-3	-4	25
CCOC(=O)CNc1nnc(SCC(=O)OCC)[nH]c1=O	0	8	0.83	-4	12	-4	17	2	17
O=C(CN1C(=O)CSc2ccc(S(=O)(=O)N3CCCCC3)cc21)NCc1ccccc1Cl	-5	-2	1.1	-3	-4	-3	-10	-17	1
Cc1ccc(NC(=O)Cc2nnc(SCC(=O)Nc3nncs3)n2C)c(C)c1	3	-8	0.96	-4	-29	-11	4	20	6
CCN(CC(=O)Nc1ccc(NC(C)=O)cc1)C(=O)CSC(=S)N1CCCC1	1	5	0.95	-5	-13	-11	5	16	-7
N=c1ccn(CC(=O)c2ccc(-c3ccccc3)cc2)cc1	-6	25	0.92	6	9	-6	8	-6	19
O=C(Cn1nc(C(=O)O)c2ccccc2c1=O)Nc1ccc(F)cc1	-1	0	1.1	-4	0	-7	-10	-7	-3
CC1(C(=O)N/N=C/c2ccc3c(c2)OCO3)CC1(Br)Br (stereo not given)	-3	25	1.1	2	15	-4	-7	-4	22
COc1ccc(NC(=O)CN2CCN(c3ccccn3)CC2)cc1Cl	0	3	1	5	15	-3	-5	-15	-15
COc1ccc(S(=O)(=O)N2CCC(C(=O)OCC(=O)c3ccccc3)CC2)cc1[N+](=O)[O-]	-2	4	0.92	-1	2	-3	8	1	6
COc1ccccc1OCCNC(=O)Nc1ccc(Br)cc1	1	15	1.6	-5	40*	-5	-62	-19	-7
C=CCn1nnnc1SCC(=O)Nc1cccc(OC)c1	-2	9	0.91	0	6	-6	9	3	-4
Cc1cc(C)c2cc(C)c(SCC(=O)NCc3ccco3)nc2c1	-3	15	0.97	3	44*	0	3	-48	32
COC(=O)c1c(C(=O)OC)c(-c2ccc(Cl)c(Cl)c2)n2c1CCC2	-3	29	0.99	1	28	-4	1	-5	26
